# NR1D1 modulator: modulators of Rev-erb alpha DNA binding, primary screen, biochemical, FITC-DNA, fluorescence polarization, uHTS | Nuclear receptor subfamily 1 group D member 1 (Homo sapiens), P20393 | Rev-erbα–FITC-DNA binding, 90 min | activity, % at 10 µM | 0.79% of 370,000 active;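 active means activity above about 14%, limit read from the data; passing the limit was not always enough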;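 further: 0% = DMSO wells with 35 nM protein and 100% = DMSO wells with 750 nM protein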
# hgDAF12 agonist: H. glycines DAF-12 receptor agonists, primary screen, cell-based, luminescence, HEK293, GAL4 fusion, UAS-luciferase; HEK293 GAL4-hgDAF12 UAS-luciferase reporter, agonist luminescence; normalized to butyrate control; activation, % at 6.8 µM; AID 687014, 2013; Nuclear hormone receptor DAF-12 (Heterodera glycines), GAL4 fusion; 1.8% of 370,000 active;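 active means activation above a cutoff set at the mean of all screened compounds plus 3 SD, cut at about 10% in these data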;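 further: 0% = DMSO wells and 100% = sodium butyrate wells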
# DAX1 inh-1: DAX1 (NR0B1) inhibitors on StAR promoter, primary screen, cell-based, luminescence, SF-1 (NR5A1), full-length DAX-1; HEK293T StAR-luciferase reporter, SF-1/DAX-1 repression relief; inhibition, % at 6.8 µM; 1.1% of 370,000 active; AID 652010, 2013;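 active means inhibition above the mean over all tested compounds plus 3 SD, cut at about 3.6% in these data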;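 further: 0% = DAX-1 cells with DMSO and 100% = cells lacking DAX-1 with DMSO; higher inhibition means more luminescence from relief of DAX-1 repression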
# PG9 Ab binder: binders of HIV-1 gp120 antibody PG9, primary screen, biochemical, TR-FRET | TR-FRET gp120-PG9 antibody binding | inhibition, % at 6.7 µM | 0.43% of 360,000 active | HIV-1 gp120 / PG9 antibody interaction; in the data active means inhibition above about 8.5%
# PLC-beta3 inh: human PLC-beta3 inhibitors, primary screen, biochemical, fluorescence; 1-phosphatidylinositol 4,5-bisphosphate phosphodiesterase beta-3 (Homo sapiens), Q01970; Purified PLC-beta3, fluorogenic substrate; inhibition, % at 12.2 µM; 0.18% of 370,000 active; AID 720704, 2013; in the data active means inhibition above about 11%;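 further: 0% = median of compound wells on plate and 100% = full blocker control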
# Target sequence (Q01970 whole entry, looked up): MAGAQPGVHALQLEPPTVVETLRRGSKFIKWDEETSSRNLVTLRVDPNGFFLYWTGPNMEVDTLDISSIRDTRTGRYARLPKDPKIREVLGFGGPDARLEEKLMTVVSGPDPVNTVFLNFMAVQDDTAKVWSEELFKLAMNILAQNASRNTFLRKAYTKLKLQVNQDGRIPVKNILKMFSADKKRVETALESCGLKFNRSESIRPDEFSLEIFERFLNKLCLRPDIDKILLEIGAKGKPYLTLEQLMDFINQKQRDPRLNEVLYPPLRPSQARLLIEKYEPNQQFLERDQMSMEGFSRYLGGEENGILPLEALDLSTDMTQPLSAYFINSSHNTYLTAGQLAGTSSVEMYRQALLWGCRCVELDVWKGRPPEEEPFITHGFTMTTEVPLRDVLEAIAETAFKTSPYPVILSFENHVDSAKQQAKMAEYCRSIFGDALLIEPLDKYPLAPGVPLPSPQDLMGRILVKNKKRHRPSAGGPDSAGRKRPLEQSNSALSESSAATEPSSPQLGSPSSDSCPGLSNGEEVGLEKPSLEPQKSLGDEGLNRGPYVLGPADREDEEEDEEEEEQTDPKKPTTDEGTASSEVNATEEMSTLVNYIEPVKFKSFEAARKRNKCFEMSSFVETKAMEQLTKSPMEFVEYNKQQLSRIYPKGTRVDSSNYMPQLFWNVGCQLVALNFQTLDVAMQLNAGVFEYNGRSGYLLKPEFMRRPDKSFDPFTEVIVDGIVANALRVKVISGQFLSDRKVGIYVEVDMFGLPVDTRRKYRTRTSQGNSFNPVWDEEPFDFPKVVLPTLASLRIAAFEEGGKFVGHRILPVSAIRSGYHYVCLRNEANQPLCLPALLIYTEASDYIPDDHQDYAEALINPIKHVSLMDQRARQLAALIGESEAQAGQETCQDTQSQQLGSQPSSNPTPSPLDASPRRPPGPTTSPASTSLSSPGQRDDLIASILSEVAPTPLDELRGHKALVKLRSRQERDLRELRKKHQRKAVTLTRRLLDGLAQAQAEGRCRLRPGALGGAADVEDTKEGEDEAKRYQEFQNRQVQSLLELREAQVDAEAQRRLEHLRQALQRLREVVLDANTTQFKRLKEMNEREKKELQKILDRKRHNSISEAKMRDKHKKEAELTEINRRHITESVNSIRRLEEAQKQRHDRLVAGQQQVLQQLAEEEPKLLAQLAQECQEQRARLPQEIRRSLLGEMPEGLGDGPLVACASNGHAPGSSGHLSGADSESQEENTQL
# hcDAF12 agonist: H. contortus DAF-12 nuclear receptor activators, primary screen, cell-based, luminescence, HEK293, lit1-tk-luc reporter; activation, % at 6.8 µM; 1.4% of 370,000 active; HEK293 hcDAF-12 lit1-tk-luc reporter; 0% DMSO, 100% Δ7-dafachronic acid; AID 652067, 2013;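 active means activation above the mean of all tested compounds plus 3 SD, cut at about 5.5% in these data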;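 further: 100% = response to 3 µM Δ7-dafachronic acid high control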
# SMARCA2 act: SMARCA2 (BRM) function activators, primary screen, cell-based, luminescence, high throughput. MG213 cells, MMTV-luciferase reporter, dexamethasone, overnight. activation, % at 9.1 µM. 1% of 370,000 active. AID 652017, 2013; in the data active means activation above about 7.8%;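 further: 0% = vehicle wells and 100% = reference activator wells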
# DAX1 inh-2: DAX1 (NR0B1) inhibitors, primary screen, cell-based, HEK293, Gal4-DAX1, luciferase luminescence. Nuclear receptor subfamily 0 group B member 1 (Homo sapiens), P51843. HEK293 Gal4-DAX1 luciferase reporter. inhibition, % at 6.75 µM. 0.99% of 340,000 active. AID 504766, 2011;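 active means inhibition above the mean over all tested compounds plus 3 SD, cut at about 4.2% in these data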;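 further: 0% = DAX1-transfected cells with DMSO and 100% = empty-vector control cells with DMSO; inhibition shows as a rise in luminescence from relieved DAX1 repression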
# GAA850 FXN act: FXN promoter activators, primary screen, cell-based, luciferase luminescence, HEK293 lucGAA850; activation, % at 6 µM; 0.56% of 360,000 active; AID 540364, 2011; HEK293 lucGAA850 FXN promoter luciferase reporter, 24 h; percent of 10 µM SAHA response;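 active means activation above the average of all compounds screened plus 3 SD, cutoff fixed separately per campaign, cut at about 7.5% in these data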;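 further: 0% = DMSO wells and 100% = 10 µM SAHA wells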
# ssDAF12 agonist: S. stercoralis DAF-12 nuclear receptor activators, primary screen, cell-based, luminescence, HEK293, GRIP1 co-expression, lit1-tk-luc. HEK293 ssDAF-12/GRIP1 lit1-tk-luc reporter; % of 3 µM dafachronic acid response. activation, % at 6.8 µM. Nuclear hormone receptor DAF-12 (Strongyloides stercoralis). 1% of 370,000 active;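 active means activation above the mean over all tested compounds plus 3 SD, cut at about 0.9% in these data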;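 further: 0% = DMSO-only wells and 100% = 3 µM delta7-dafachronic acid wells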
# sPLA2-III inh: human group III sPLA2 inhibitors, primary screen, biochemical, QFRET, BODIPY PC-A2 liposome substrate | Group 3 secretory phospholipase A2 (Homo sapiens), Q9NZ20 | QFRET BODIPY PC-A2 liposome hydrolysis, fluorescence | inhibition, % at 12.2 µM | 0.56% of 370,000 active;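 active means inhibition above mean plus 3 SD of compounds lying within the high and low control bounds, cut at about 19% in these data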;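 further: 0% = median of test compound wells and 100% = no enzyme DMSO wells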
# * marks the source's active call; other numbers are inactive results; x = not tested or not shown.
SMILES,NR1D1 modulator,hgDAF12 agonist,DAX1 inh-1,PG9 Ab binder,PLC-beta3 inh,hcDAF12 agonist,SMARCA2 act,DAX1 inh-2,GAA850 FXN act,ssDAF12 agonist,sPLA2-III inh
CC(=O)OCc1nc2sc(C)c(C)c2c(=O)[nH]1,10.2,-1.2,0.0,-1.9,-0.3,-0.8,-0.7,-0.3,-1.4,-1.0,-8.1
O=C(N/N=C/c1ccc(F)cc1)c1cc(-c2ccccn2)nc2ccccc12,-3.6,3.4,-2.3,0.5,-1.6,-0.7,-1.9,0.7,0.5,-0.5,0.7
COc1ccc(Cl)cc1NC(=O)CN(C)CC(=O)Nc1ccccc1C(F)(F)F,-3.5,-3.1,-2.5,-1.1,0.4,-1.1,-2.4,-0.2,-1.8,-2.0,-13.5
Cc1cccc(-n2c(=O)cc(N3CCN(c4ccc(F)cc4)CC3)[nH]c2=O)c1,-7.4,0.4,0.3,-1.1,2.8,-2.6,-3.9,1.1,-0.7,-1.6,1.0
COCCn1nnnc1CN1CCSCC1,4.3,0.7,-0.2,0.5,2.3,0.6,1.8,3.7,-0.4,-1.4,5.0
CCN(c1ccccc1)S(=O)(=O)c1ccc(N)c(OC)c1,1.9,3.1,-1.9,-1.2,-0.4,-1.7,-0.5,-0.5,-4.1,0.2,-0.1
Cc1ccc(-n2cnnn2)c2cccnc12,2.7,-0.4,0.8,0.5,6.8,-2.1,1.6,-0.8,3.4,-1.5,-4.8
CC(=O)N=C1SC2CS(=O)(=O)CC2N1c1cccc(Cl)c1Cl (centres undefined),5.2,0.4,0.0,-1.0,1.7,-0.4,0.0,-0.4,-1.8,-1.1,4.8
C#CCn1c(=NC(=O)c2ccco2)sc2cccc(Cl)c21,18.1,2.3,0.2,16.3*,-29.1,0.8,0.6,0.0,4.9,-1.3,8.8
COCCCn1c(SCC(=O)NC(C)C)nnc1-c1ccccc1,-2.1,-0.5,-0.7,-1.6,4.6,-0.9,-2.8,1.6,-1.3,-0.9,-8.9
Cc1cc(NC(=O)CN2C(=O)NC(c3ccccc3)(c3ccc(C)c(C)c3)C2=O)no1 (centres undefined),-5.4,-1.5,-0.9,-0.2,-6.2,0.3,-0.8,0.3,1.0,-1.7,-23.8
CCOc1ccccc1N(C(C)=O)S(=O)(=O)c1ccc(Cl)cc1,6.6,2.1,-0.5,-0.5,1.8,-0.6,-0.1,0.2,0.3,-1.2,0.9
COc1ccc(NS(=O)(=O)c2cn(C)cn2)cc1OC,-5.9,1.1,-1.0,-0.4,-2.6,-0.8,-1.9,-0.8,-1.0,-1.2,2.7
CC(C)C[C@H](NC(=O)[C@@H]1Cc2ccccc2CN1C(=O)OC(C)(C)C)C(=O)NCC1CCC(C(=O)O)CC1 (some centres undefined),-1.3,2.0,0.4,-1.9,-5.6,-2.9,0.9,0.1,1.9,-0.3,1.9
COc1ccc(C=O)cc1OC1C=CCCC1 (centres undefined),2.1,1.2,-0.8,-0.2,-2.3,1.4,-0.8,-0.3,0.2,-0.8,1.3
CCN(CC)CCN(C(=O)c1ccc([N+](=O)[O-])cc1)c1nc2ccc(OC)cc2s1,-0.9,2.2,0.0,-1.3,-5.1,-1.3,-0.8,1.2,-0.4,-1.6,12.4
CCCOc1ccc(C(=O)NCc2ccco2)cc1,1.0,1.5,0.6,-0.2,4.0,0.3,0.8,3.0,2.1,-1.3,0.9
COc1ccccc1-c1cc(NC(C)=O)c2ncc(-c3cccc(C(F)(F)F)c3)n2c1,-1.9,6.6,-1.7,0.5,-23.7,-3.1,-2.8,x,-0.8,-1.7,-13.9
CCn1c(-c2cccc(S(=O)(=O)N3CCCC3)c2)n[nH]c1=S,-3.6,0.6,0.1,0.5,-3.5,-2.2,1.1,-0.2,3.1,-1.5,8.4
Cc1nc(S/C(=C\c2ccc(OCc3ccccc3Cl)cc2)C(=O)O)n[nH]1,-2.6,0.5,-0.3,-1.2,1.5,-0.7,1.8,-0.5,-0.9,-1.5,-1.6

# Overlap with the part before: two compounds; new compounds follow.
SMILES,NR1D1 modulator,hgDAF12 agonist,DAX1 inh-1,PG9 Ab binder,PLC-beta3 inh,hcDAF12 agonist,SMARCA2 act,DAX1 inh-2,GAA850 FXN act,ssDAF12 agonist,sPLA2-III inh
CCn1c(-c2cccc(S(=O)(=O)N3CCCC3)c2)n[nH]c1=S,-3.6,0.6,0.1,0.5,-3.5,-2.2,1.1,-0.2,3.1,-1.5,8.4
Cc1nc(S/C(=C\c2ccc(OCc3ccccc3Cl)cc2)C(=O)O)n[nH]1,-2.6,0.5,-0.3,-1.2,1.5,-0.7,1.8,-0.5,-0.9,-1.5,-1.6
CN1CCN(C(=O)c2ccccc2Nc2ccc(SC(F)F)cc2)CC1,-1.1,3.2,0.2,-2.5,-2.4,1.5,2.3,-0.8,-0.6,-0.6,-4.3
CC(C)(C)c1ccc(C(=O)NNC(=O)c2cccc(-n3cnnn3)c2)cc1,-5.3,-2.5,-0.6,0.3,-2.7,-0.6,5.6,-1.7,1.2,-0.8,-9.9
N#CC1=C(N)SC(C(=O)c2ccccc2)C1c1cccs1 (centres undefined),0.6,-1.3,-0.9,-0.4,-18.8,-0.7,2.8,-2.0,1.6,-1.3,-6.3
Cc1sc2ncn(CC(=O)NCCCC(=O)N3CCCCC3)c(=O)c2c1C,1.2,-1.8,-0.2,-1.1,0.9,1.2,4.8,-0.8,0.9,-1.1,1.2
Cc1ccccc1C(=O)Nc1ccc(S(=O)(=O)Nc2onc(C)c2C)cc1,-4.3,0.4,0.5,-0.5,-6.0,0.3,-3.6,-0.3,2.8,0.0,-2.6
CCOc1ccc(NS(=O)(=O)c2ccc(-c3coc(C)n3)cc2)cc1,-2.0,-2.0,-0.2,1.7,-6.7,-0.6,-1.6,0.9,-1.0,-1.0,-16.1
O=C(NCc1ccccc1)c1cccc(NC(=O)c2ccccc2)c1,0.1,-5.0,1.1,-0.2,1.2,-3.0,-1.5,-3.4,-1.6,-1.5,7.0
CCOC(=O)C1(Cc2ccccc2)CCN(Cc2cn(C(C)=O)c3ccccc23)CC1,-3.5,1.2,-0.4,x,1.4,4.1,-3.4,x,x,0.6,-23.2
c1ccc(-c2nnc3ccc(N4CCCC4)nn23)cc1,5.1,-1.3,-1.2,0.6,-9.2,-2.1,-2.0,-0.8,-1.1,-1.8,7.7
COc1ccccc1NC(=S)NC1CCCC1,9.3,3.1,0.5,0.2,-8.3,1.5,-0.7,-0.7,-0.9,-0.9,13.7
CN(C)c1nc(OCCNC(=O)Nc2ccccc2)nc(N2CCCCC2)n1,-0.6,-2.1,0.1,0.8,-4.4,-1.2,1.0,-0.4,-0.1,-1.8,-2.1
OCC[C@@H]1C[C@@H](O)[C@H](O)[C@@]2(CCCO2)O1,-3.7,-0.4,0.2,-0.7,0.0,-1.4,0.8,0.9,1.1,-1.0,0.9
Cn1c(SCC(=O)Nc2ccccc2[N+](=O)[O-])nnc1C(F)(F)F,-5.6,-5.2,0.0,0.5,-5.7,0.4,-2.0,-0.8,-0.3,-1.0,-2.7
COCCOC(=O)C1=C(C)NC(=O)N(C(C)=O)C1c1ccc(Cl)cc1 (centres undefined),-1.8,-0.9,-0.2,0.5,-47.1,-2.3,-0.3,-0.5,-0.3,-1.8,-4.8
Cc1cccc(NC(=O)c2cc3ccccc3nc2C)c1,-3.6,-3.3,0.5,1.2,-11.6,2.8,-2.7,0.3,1.0,-0.6,3.6
CN(c1ccccc1C(=O)N1CCN(c2cccc(Cl)c2)CC1)S(C)(=O)=O,-6.8,-3.4,-0.5,1.6,-0.7,-1.4,-0.3,-0.1,0.6,-0.8,0.0
CSc1nc(N)nc2c1ncn2CC(=O)N[C@H](CO)Cc1c[nH]c2ccccc12,-3.5,1.0,0.0,0.2,-1.1,-0.6,-2.9,0.6,0.4,-0.5,1.9
CCN1CCCCC(NC(=O)Cc2ccccc2)C1=O (centres undefined),0.7,3.3,-0.9,x,1.8,-1.4,-2.3,x,x,-0.8,11.0
COc1ccc(/C=C/C(=O)OCC(=O)NCc2ccccc2)cc1OC,-5.3,-0.5,-0.5,-1.2,-71.4,-0.4,-2.6,1.7,2.5,-1.6,-0.8
CCNc1nc(NCC)n2c(SCC(=O)Nc3ccccc3OC(F)F)nnc2n1,3.2,-1.6,0.0,0.7,1.4,-1.7,1.4,0.5,-4.7,-1.3,-3.5
O=C(Nc1nccs1)C1CCN(S(=O)(=O)c2ccc(Cl)c(C(F)(F)F)c2)CC1,0.0,0.5,-0.3,0.2,1.7,-1.9,1.0,-0.8,-3.6,-1.8,-1.7
CCN(Cc1ccccc1)S(=O)(=O)c1ccc(C(=O)N(CCCN(C)C)c2nc3cc(OC)ccc3s2)cc1,-2.2,0.4,0.3,0.1,-0.3,0.4,1.8,0.5,-0.3,-0.5,-17.6
CCN1CCN(c2ccc(NC(=O)c3ccc4c(c3)OCO4)cc2)CC1,-0.6,12.3*,1.8,-0.6,0.0,1.5,4.6,1.3,6.4,0.3,4.1
CCOC(=O)C1(CCc2ccccc2)CCN(C(=O)CCn2cncn2)CC1,-7.6,6.2,1.9,-1.1,-0.4,2.4,4.5,1.1,5.6,0.8,4.2

# Entries of single compounds from above:
# Cc1ccc(-n2cnnn2)c2cccnc12 in the list: NR1D1 modulator = 2.7; hgDAF12 agonist = -0.4; DAX1 inh-1 = 0.8; PG9 Ab binder = 0.5; PLC-beta3 inh = 6.8; hcDAF12 agonist = -2.1; SMARCA2 act = 1.6; DAX1 inh-2 = -0.8; GAA850 FXN act = 3.4; ssDAF12 agonist = -1.5; sPLA2-III inh = -4.8
# Cn1c(SCC(=O)Nc2ccccc2[N+](=O)[O-])nnc1C(F)(F)F in the list: NR1D1 modulator = -5.6; hgDAF12 agonist = -5.2; DAX1 inh-1 = 0.0; PG9 Ab binder = 0.5; PLC-beta3 inh = -5.7; hcDAF12 agonist = 0.4; SMARCA2 act = -2.0; DAX1 inh-2 = -0.8; GAA850 FXN act = -0.3; ssDAF12 agonist = -1.0; sPLA2-III inh = -2.7

# Assay outcomes (PubChem BioAssay)
